# CHRM1 antagonist – human M1 muscarinic receptor antagonists, primary screen, CHO-K1 cells, Fluo-8 calcium fluorescence, 1536-well; CHO-K1 hM1, ACh EC80 antagonist; Muscarinic acetylcholine receptor M1 (Homo sapiens), P11229; 1.3% of 360,000 active; inhibition, % at 3 µM;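 active = percent inhibition above its own plate's cutoff, namely the mean of that plate's compound wells plus 3 SD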;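 note: peak over basal fluorescence ratio during 140 s after agonist addition; 0% = ACh EC80 plus DMSO and 100% = DMSO alone without agonist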
# V1aR counter – agonists of human V1a receptor, primary screen, counter-screen for OXTR agonist project, fluorescence, CHO-V1R cells; Fluo-8 calcium fluorescence, agonist mode; 0% DMSO, 100% 3 nM vasopressin; 0.25% of 320,000 active; Vasopressin V1a receptor (Homo sapiens), P37288; activation, % at 3 µM;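 active = activation above the mean activation of all tested compounds plus 3 SD, per screening run, cut at about 20% in these data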;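 note: signal is peak over basal fluorescence ratio across a 100 second FLIPR read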
# Target sequence (P37288 whole entry, looked up): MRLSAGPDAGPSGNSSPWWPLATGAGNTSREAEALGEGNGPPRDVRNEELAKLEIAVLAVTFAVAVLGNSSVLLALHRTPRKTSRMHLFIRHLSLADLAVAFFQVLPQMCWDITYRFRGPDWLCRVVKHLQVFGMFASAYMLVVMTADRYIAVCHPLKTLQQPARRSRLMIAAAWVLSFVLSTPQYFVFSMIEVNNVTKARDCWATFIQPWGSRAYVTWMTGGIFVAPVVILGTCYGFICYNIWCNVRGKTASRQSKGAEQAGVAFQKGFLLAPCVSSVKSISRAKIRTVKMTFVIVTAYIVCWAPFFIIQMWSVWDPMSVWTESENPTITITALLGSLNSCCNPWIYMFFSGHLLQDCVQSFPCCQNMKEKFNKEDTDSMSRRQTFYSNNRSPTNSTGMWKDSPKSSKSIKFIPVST
# CHO parental Ca – ATP-evoked calcium signal inhibitors, parental CHO, primary screen, counter-screen for OX1R antagonist project, cell-based, fluorescence, Fluo-8 calcium dye; parental CHO-K1, ATP-induced calcium, Fluo-8 fluorescence; 0.63% of 330,000 active; AID 463079, 2010; inhibition, % at 5.6 µM;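 active = inhibition above that plate's mean sample inhibition plus 3 SD, cut at about 26% in these data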;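 note: 0% = ATP-challenged DMSO wells and 100% = DMSO wells without ATP; some compounds past the cut are filed as inactive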
#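 Measured by: calcium-sensitive Fluo-8 fluorescence / Test system: CHO parental line / Controls: ATP-challenged DMSO wells low, unchallenged DMSO wells high / Measure: % inhibition / Compound: single nominal dose of 5.6 µM per compound / Replicates: single well per compound, no replicates / Reagent: ATP as calcium-mobilizing challenge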
# OXTR agonist – human OXTR agonists, primary screen, fluorescence, CHO-OTR cells, Fluo-8 calcium. Oxytocin receptor (Homo sapiens), P30559. Fluo-8 calcium fluorescence; normalized: DMSO 0%, oxytocin 100%. activation, % at 3 µM. 0.32% of 320,000 active;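 active = activation above the mean of all tested compounds plus 3 SD, cutoff set per screening run, cut at about 20% in these data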;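 note: peak over basal fluorescence ratio from a 100 s FLIPR kinetic read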
# M1 PAM – human M1 muscarinic receptor positive allosteric modulators, primary screen, CHO-K1 cells, Fluo-8 calcium fluorescence, 1536-well; CHO-K1 hM1, ACh EC20; 0% = ACh EC20, 100% = maximal ACh; activation, % at 3 µM; 0.088% of 360,000 active; in the data active = activation above about 19%, passing the limit was not always enough
# TAAR1 agonist – human TAAR1 agonists, primary screen, Fluo-8 calcium fluorescence, CHO RD-HGA16 cells | Trace amine-associated receptor 1 (Homo sapiens), Q96RJ0 | vehicle wells 0%, saturating PEA agonist 100% | activation, % at 3 µM | 0.99% of 360,000 active | AID 624467, 2012;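 active = activation above the mean activation of all test compounds in the run plus 3 SD, cut at about 38% in these data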
# Target sequence (Q96RJ0 whole entry, looked up): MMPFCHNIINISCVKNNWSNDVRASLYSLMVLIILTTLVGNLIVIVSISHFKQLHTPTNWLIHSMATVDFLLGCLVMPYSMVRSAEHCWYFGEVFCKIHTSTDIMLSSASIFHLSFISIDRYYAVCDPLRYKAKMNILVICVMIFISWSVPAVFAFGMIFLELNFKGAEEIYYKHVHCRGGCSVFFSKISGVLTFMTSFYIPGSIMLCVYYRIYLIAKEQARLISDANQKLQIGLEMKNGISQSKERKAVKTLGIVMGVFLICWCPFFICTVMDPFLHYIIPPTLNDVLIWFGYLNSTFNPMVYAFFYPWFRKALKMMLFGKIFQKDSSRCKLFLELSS
#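 Test system: RD-HGA16 (CHO) cells co-expressing Gα16 and hTAAR1 | Doses: Single dose, 3 µM | Schedule: 17-24 h seeding, 75 min 37 °C dye, 30 min RT | Evaluation: % activation from peak over basal fluorescence ratio, DMSO-to-PEA scaled | Technique: Kinetic Fluo-8 calcium fluorescence | Benchmarks: Low control DMSO, high control PEA (EC100)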
# M1 ag – human M1 muscarinic receptor agonists, primary screen, Fluo-8 calcium fluorescence, CHO-K1 cells, HTS. AID 588814, 2011. activation, % at 3 µM. 0.33% of 360,000 active. CHO-K1 hM1, agonist mode; 0% DMSO, 100% acetylcholine EC100;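 active = activation above the run's mean compound activation plus 3 SD, cut at about 16% in these data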;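 note: peak over basal fluorescence ratio within a 140 s kinetic read after compound addition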
# TAAR1 antag – human TAAR1 antagonists, primary screen, Fluo-8 calcium fluorescence, CHO RD-HGA16 cells. AID 624466, 2012. inhibition, % at 3 µM. Trace amine-associated receptor 1 (Homo sapiens), Q96RJ0. 1.5% of 360,000 active. antagonist;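 active = inhibition above a per-plate cutoff, the mean inhibition of test compounds on that plate plus 3 SD, cut at about 49% in these data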;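 note: 0% = DMSO plus EC80 beta-PEA response and 100% = DMSO alone without agonist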
#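 Test system – hTAAR1-expressing CHO RD-HGA16 cells, Gα16-coupled · Also added – β-PEA at EC80 concentration, post-compound challenge · Compound – 3 µM, single point · Incubation – dye loading 75 min at 37 °C, then 30 min room temperature · Measured by – Fluo-8 intracellular calcium dye fluorescence, real-time kinetic reads · Benchmarks – vehicle and agonist controls · Replicates – singlicate, one well per test compound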
# OXTR potentiate – human OXTR potentiators, primary screen, fluorescence, CHO-OTR cells, Fluo-8 calcium; Fluo-8 calcium fluorescence, potentiator mode; 0% = oxytocin EC15, 100% = EC100; activation, % at 3 µM; 0.061% of 320,000 active;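 active = activation above that plate's cutoff, the mean activation of tested compounds plus 3 SD, cut at about 6.6% in these data, passing the limit was not always enough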;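 note: 100% uses oxytocin at 75 nM as the full agonist control; some results filed as inactive read as strong as hits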
#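 Assay system: CHO-OTR cells, human receptor / Also added: oxytocin at about EC15, sub-maximal agonist stimulus / Dosing: single dose, 3.0 µM nominal final compound concentration / Incubation: 6 min pre-incubation, 100 s read / Technique: Fluo-8 calcium dye fluorescence / Read-out: % activation vs EC15 and EC100 oxytocin / Benchmarks: EC15 oxytocin low, 75 nM oxytocin high / Replicates: singlicate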
# An asterisk follows results filed as active; nt = not tested or not shown. Rows are unselected. About 3.7% of those tested had a hit in this group.
SMILES,CHRM1 antagonist,V1aR counter,CHO parental Ca,OXTR agonist,M1 PAM,TAAR1 agonist,M1 ag,TAAR1 antag,OXTR potentiate
C[N+]1(CC(=O)OCCCc2ccccc2)CCCC1,19,0.4,-1,0.7,-11,1,-7,-9,2
Cc1onc(-c2ccccc2)c1C(=O)Nc1cccc(S(=O)(=O)N2CCCCC2)c1,11,-0.1,-24,1.4,-11,3,-4,35,0
COc1ccc(-c2nnc(NC(=O)CSc3ccc(C)cc3)s2)cc1OC,2,0.9,-13,-0.6,-7,4,-3,-11,-3
CCN(CC)S(=O)(=O)c1cccc(C(=O)N[C@H](C(=O)OCC(N)=O)C(C)C)c1,-16,-0.5,-2,-0.8,2,0,-1,6,0
CN(C)CCCNc1oc(/C=C/c2cccs2)nc1S(=O)(=O)c1ccccc1,0,-0.7,-19,-0.4,1,4,-4,1,-8
COc1ccccc1CN1C(=O)C2CC=CCC2C1=O (stereo not drawn),-11,-0.2,-14,-1.9,14,10,0,-18,-4
CC(=O)N1CCN(S(=O)(=O)c2cccc(C(=O)N3CCN(S(=O)(=O)c4c(C)c(C)cc(C)c4C)CC3)c2)CC1,-5,nt,nt,nt,-6,2,-7,-3,nt
Cn1cnnc1SCC(=O)N1N=C2/C(=C/c3ccco3)CCCC2C1c1ccco1 (stereo not drawn),-9,-1.3,-17,-2.8,1,9,-5,2,-6
COc1cc(NC(=O)NNC(=O)c2cc3occc3n2C)cc(OC)c1OC,2,0.4,-9,0.8,6,0,-1,-21,-7
Cc1ccc(NC(=O)c2ccc(CSc3ccccn3)cc2)c(O)c1,3,1.6,-19,-0.8,-4,2,-3,2,-9
CN1CCN(/C(=N\S(=O)(=O)c2ccc(F)cc2)c2ccccc2)CC1,0,1.1,-13,0.8,-4,10,-3,-10,-6
CN(CC(=O)Nc1ccc(OC(F)(F)F)cc1)C(=O)c1ccc(N2CCCC2=O)cc1,-4,8.2,-12,10,14,2,-2,0,-11
C=CCn1c(=O)c2ccccc2n2c(SCC(N)=O)nnc12,-3,0.3,-4,-0.3,2,3,1,1,-1
O=C(C1CCC(CNc2nc(=S)[nH]c3ccccc23)CC1)N1CCN(c2ccccn2)CC1 (stereo not drawn),-16,-0.6,-20,-0.8,10,3,-4,-4,-7
COc1ccc(-c2cc(C(=O)Nc3ccccc3F)on2)cc1,9,0.5,-5,-0.1,-3,2,-3,-11,-2
C=CC[C@@H](CC(=O)N[C@H](CO)Cc1ccccc1)C(=O)NC[C@H](OC(=O)[C@@H](CC=C)Cc1ccc(F)cc1)c1ccccc1,34*,1.9,-21,3.2,-19,19,-4,69*,-4
Cc1cccc(Cl)c1OCCCn1ccnc1,-6,0.8,-6,0.0,6,1,0,-4,4
CNC(=S)N/N=C/c1cccc(OCc2ccccc2F)c1,4,4.8,-7,0.9,-12,4,-8,17,-3
CN(C)/C=C(\C=O)c1onc(-c2ccccc2Cl)c1C#N,-8,0.4,17,-1.6,8,1,0,-38,-15
CCOc1ccc(S(=O)(=O)N2CCC(C(=O)NC3CC3)CC2)cc1C,-7,0.8,-11,-0.1,3,1,-4,2,-9
COc1cccc(N(C(=O)C2CSC(=O)C2)C(C(=O)NC(C)(C)C)c2ccncc2)c1 (stereo not drawn),-12,0.6,-24,0.1,10,-1,-1,16,-1
CC(=O)NC(CC(=O)OCC(=O)N1CCN(S(=O)(=O)c2ccc(Cl)cc2)CC1)c1ccccc1 (stereo not drawn),-6,0.0,0,-2.0,-3,1,-4,0,-7
Cc1ccc(NC(=O)COc2ccc3c(c2)CCC3)nc1,-11,-0.8,-45,-1.9,6,2,-5,-13,-7
C=CCNc1nc(C(=O)OCC(=O)Nc2ccccc2C(F)(F)F)cs1,8,0.8,-8,-0.3,0,0,-1,12,2
Cc1c(CN2CCCCC2)c(O)n(CCO)c(=O)c1C#N,-5,-0.1,-3,0.2,4,12,0,-19,-10
Cc1ccc(NC(=O)CCN2C(=O)C3C4CCC(C4)C3C2=O)cc1[N+](=O)[O-] (stereo not drawn),4,5.2,-5,0.0,12,3,2,-32,-6
CCN(CC)C(=O)[C@H]1CC(CC(=O)NC/C=C(\C)CCC=C(C)C)C(=O)N2CCc3c([nH]c4ccc(OC)cc34)[C@]12C (stereo partly drawn),-1,nt,-7,nt,-2,-1,-9,-34,nt
Cc1cccc(N2C(=O)c3cccc4cccc(c34)C2=O)c1,-16,-0.5,-15,-2.1,11,-2,-1,-21,-5
COc1ccc(C(=O)NC(C)(C)C)cc1S(=O)(=O)N1CCCC1,-3,0.0,-3,0.1,9,0,-6,5,2
CCOc1ccccc1C1N(c2ccc(OC)cc2)C(=O)C2CCCN21 (stereo not drawn),-9,0.4,-16,-0.2,3,0,-3,-8,-9
O=C(NNC(=O)c1cccc(Br)c1)C(=O)N1CCCCC1,-4,-0.1,-1,1.8,1,3,-2,-19,-4
Cc1c(C)n2c(SCC(=O)Nc3ccc4c(c3)OCCO4)nnc2[nH]c1=O,-1,-1.2,4,-0.8,5,-1,-2,-33,-4
CSc1ncc(Cl)c(C(=O)Nc2ccc(S(=O)(=O)N3CCOCC3)cc2)n1,2,0.7,-12,-0.2,-12,3,-4,-2,-15
C=CC[C@@H](CC(=O)N[C@H](CO)Cc1ccccc1)C(=O)NCCOC(=O)[C@@H](CC=C)Cc1ccc(F)cc1,15,7.0,-18,6.1,-1,16,3,23,-8
CCOc1ccccc1Nc1nc(-c2sc(NC(=O)c3ccco3)nc2C)cs1,13,-1.1,-1,-0.8,1,11,2,39,-13
Cc1ccc(-c2cc(C(=O)n3cnc4ccccc43)c3ccccc3n2)cc1C,-16,2.2,-10,0.0,-1,5,0,10,-16

# Arranged by count of non-hydrogen atoms (low to high): part of the list above
SMILES,CHRM1 antagonist,V1aR counter,CHO parental Ca,OXTR agonist,M1 PAM,TAAR1 agonist,M1 ag,TAAR1 antag,OXTR potentiate
CNC(=S)N/N=C/c1cccc(OCc2ccccc2F)c1,4,4.8,-7,0.9,-12,4,-8,17,-3
COc1ccc(-c2nnc(NC(=O)CSc3ccc(C)cc3)s2)cc1OC,2,0.9,-13,-0.6,-7,4,-3,-11,-3
C=CC[C@@H](CC(=O)N[C@H](CO)Cc1ccccc1)C(=O)NCCOC(=O)[C@@H](CC=C)Cc1ccc(F)cc1,15,7.0,-18,6.1,-1,16,3,23,-8
CC(=O)N1CCN(S(=O)(=O)c2cccc(C(=O)N3CCN(S(=O)(=O)c4c(C)c(C)cc(C)c4C)CC3)c2)CC1,-5,nt,nt,nt,-6,2,-7,-3,nt

# Next section
SMILES,CHRM1 antagonist,V1aR counter,CHO parental Ca,OXTR agonist,M1 PAM,TAAR1 agonist,M1 ag,TAAR1 antag,OXTR potentiate
CC(=O)c1cc2c(cc1NC(=O)C1CC1)OCO2,-40,-0.6,-9,-1.3,7,15,-2,-8,-11
O=C(CNC(=O)c1nc[nH]c1C(=O)NCC(=O)OCc1ccccc1)OCc1ccccc1,31,0.6,-22,-1.5,-14,16,-3,69*,-10
COc1ccc(CNC(=O)c2cccnc2Sc2ccc(Cl)cc2)cc1,-5,10,-6,22*,-1,nt,-2,nt,-10
CC1CCCCN1Cc1c(O)ccc2c(=O)c(-c3ccc(Cl)cc3Cl)coc12 (stereo not drawn),-22,0.9,-18,0.4,17,1,-5,-35,5
Fc1ccc(CN2CCCCCCC2)cc1F,0,0.1,-7,-0.3,5,15,-6,-6,-1
O=C(O)CC(CP(=O)(c1ccccc1)c1ccccc1)C(=O)O (stereo not drawn),10,0.2,5,-0.5,-8,26,-1,18,-9
CC(C)N(Cc1ccc(F)cc1)C(=O)c1cc2ccccc2oc1=O,-6,1.9,-6,-2.0,7,2,0,3,-9
N#CC(c1ccc(O)cc1)N1CCN(C(C#N)c2ccc(O)cc2)CC1 (stereo not drawn),-9,nt,nt,nt,4,3,2,-13,nt
O=C(NC1CCCC1)C(c1ccc(F)cc1)N(C(=O)c1csnn1)C1CCCC1 (stereo not drawn),-7,-0.1,-14,0.1,8,4,-1,-4,-8
O=C(/C=C/c1ccccc1[N+](=O)[O-])NCc1ccncc1,-3,1.6,-4,0.9,-2,1,-6,-12,-6
Cc1ccc(C(=O)N/N=C/c2ccc(N3CCOCC3)cc2)c(C)c1,3,0.0,-3,-0.5,-8,0,-6,13,-8
CCN(CC(=O)Nc1ccccc1C(F)(F)F)C(=O)c1ccccc1SCC(=O)N1CCCC1,1,-0.2,-14,-0.6,3,3,-4,-16,-10
Cc1nnc(-n2ncc(C#N)c2N)c2nn(-c3cccc(Cl)c3)c(C)c12,16,0.5,-7,-2.0,-6,0,-4,-5,-2
CCOC(=O)C1CCCN(C(=O)C2CCN(S(=O)(=O)c3ccc4ccccc4c3)CC2)C1 (stereo not drawn),-1,8.1,-21,5.4,0,1,-2,-2,-8
COc1ccc(N(Cc2ccccc2)S(=O)(=O)c2cccc(C(=O)Nc3ccccn3)c2)cc1,-5,0.6,-21,0.9,10,3,1,-7,-5
O=C(C[C@H]1C/C=C\C[C@H](Cc2ccc(F)cc2)C(=O)OC[C@@H]2CCCN2C1=O)N[C@H](CO)Cc1ccccc1,-3,0.0,-12,0.0,8,9,-4,11,-3
COc1ccc(/C=C2\SC(=S)N(CCC(=O)N(CCO)c3ccccc3)C2=O)cc1OC,5,1.9,-16,0.3,9,7,2,-5,-16
CC(C)C1Cc2c(C#N)c(N)n(C)c(=S)c2CO1 (stereo not drawn),-28,2.8,-2,1.6,5,6,0,-5,-13
COc1ccc(C)cc1NC(=O)CCNS(=O)(=O)c1cccc2nonc12,-15,1.0,-11,1.1,11,2,0,-1,3
CCOP(=O)(OCC)C(Nc1ccc(C(=O)O)cc1)c1ccccc1 (stereo not drawn),-12,1.2,11,-0.1,8,0,-3,-5,-8
CC(C)(C)c1cnnn1-c1ccc(C(=O)CCl)cc1,-12,1.7,-6,0.4,8,8,0,-18,-9
